Eya2 phos inh – blocks the phosphatase activity of human Eya2; actives 0.006% (n = 330,000); O00167; recombinant Eya2, OMFP fluorescence dephosphorylation (OMFP is methylfluorescein phosphate); Potency, µM (highest dose often 76.9 µM), for inactives: at the highest dose activity, negative = inhibition, actives largely listed as inhibitors; AID 488837; also: potency is read from the fitted curve at half-maximal effect
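Eya2 (0.2 uM) preincubated 10 min at ambient with compound, then OMFP substrate added at 50 uM; 10 min reaction in 50 mM HEPES pH 7.5, 50 mM NaCl, 5 uM MgCl2, 0.05% BSA, 1 mM DTT. Fluorescence read at Ex 485/Em 525 nm.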
FBPA coupling cs – inhibits coupling enzyme system, counter-screen for aldolase hits; AID 2472; actives 0.67% (n = 290,000); coupling enzyme system counterscreen, AmpLite Red fluorescence; activity change, negative = inhibition, % at 58.2 µM, hits read low; in the data active = activity change below about -30%
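Activity here indicates interference with the coupling reaction, not aldolase inhibition. Compounds at 57.5 uM final met coupling enzymes for 10 min at RT; substrate and AmpLite Red detection followed, with a 525/598 nm fluorescence read after 20 min.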
GALK inhibitor – inhibitors of human galactokinase; P51570; Purified GALK, Kinase-Glo residual ATP luminescence; Potency, µM (series often up to 57.5 µM), for the others: at the top dose activity change, negative = inhibition, actives largely listed as inhibitors; actives 0.007% (n = 270,000); AID 1868; also: potency is read from the fitted curve at half-maximal effect
Target sequence (P51570 whole entry, looked up): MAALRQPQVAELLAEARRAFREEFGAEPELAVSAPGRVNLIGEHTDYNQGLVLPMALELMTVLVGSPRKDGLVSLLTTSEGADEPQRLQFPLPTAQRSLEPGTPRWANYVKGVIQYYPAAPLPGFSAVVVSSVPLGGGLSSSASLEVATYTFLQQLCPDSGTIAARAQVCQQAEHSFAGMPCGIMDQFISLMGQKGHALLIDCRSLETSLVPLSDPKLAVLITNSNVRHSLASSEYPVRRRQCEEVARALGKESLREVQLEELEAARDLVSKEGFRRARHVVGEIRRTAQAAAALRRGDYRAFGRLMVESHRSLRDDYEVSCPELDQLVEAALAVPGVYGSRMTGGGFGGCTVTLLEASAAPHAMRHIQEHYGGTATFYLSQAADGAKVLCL
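Compounds were pin-transferred into ATP buffer (35 uM final), then GALK plus galactose (5 nM, 100 uM final) was added. After 1 h at room temperature, Kinase-Glo Plus was added and luminescence read after 10 min.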
Chronic BCR inh – chronic active BCR signaling inhibition. ABC-DLBCL IkBa-CBG/CBR reporter, luminescence ratio, 4 h. actives 0.05% (n = 340,000). AID 493014. Potency, µM (top dose mostly 46.1 µM), for the others: at the top dose ratio change, negative = lower green/red ratio, usual class: inhibitors; active = well fitted inhibition curve with a large enough effect in the signal ratio, with a control signal flat, not every such curve was filed as active; inconclusive = small, poorly fitted or top-dose-only effect, or effect the other way, or a change in a side signal; the % refers to the signal ratio;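 also: potency is read from the fitted curve at half-maximal effect; plate controls were basal doxycycline-induced cells for no effect and cells given 10 µM MG132 for full effect; MG132 reads +100%, hits lower the ratio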
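Cell line TMD8 (human ABC DLBCL), stably expressing tet-inducible CBG68-IkBa fusion and CBR; IMDM/0.5% FBS; cpd up to 46 uM; dox induction, 4 h, 37C/5% CO2; dual luminescence; green/red ratio; MG132 control.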
KCNH2 3.1 block – KCNH2 3.1 (human) potassium channel inhibition. U2OS KCNH2 3.1, thallium flux FluxOr; active compounds read low. activity change, % (tested at about 1.8 µM). actives 0.95% (n = 340,000). AID 720553;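 active = maximum activity change below -70%; inconclusive = maximum activity change from -70% to -50%; inactive = maximum activity change above -50%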;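 also: thallium influx rate constant from kinetic fluorescence after stimulation buffer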
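Channel expression came from 3.1 mutant virus (1.77 x 10^8 /mL) applied to suspended U2OS cells for 4 h. Flux was tracked with FluxOr dye plus Red40 quencher, and kinetic rate constants normalized to controls.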
B2AR arrestin – recruits beta-arrestin to the human beta2-adrenergic receptor | P07550 | beta-arrestin recruitment to beta2AR, cell-based reporter | Potency, µM (series often up to 46.1 µM), for the others: at the highest dose activation, most hits filed as activators | actives 0.02% (n = 330,000) | AID 492947;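 also: potency is read from the fitted curve at half-maximal effect; 0% = DMSO controls and full agonism = EC100 isoproterenol or metaproterenol; nearly all actives have a fitted effect of over 65% in size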
Target sequence (P07550 whole entry, looked up): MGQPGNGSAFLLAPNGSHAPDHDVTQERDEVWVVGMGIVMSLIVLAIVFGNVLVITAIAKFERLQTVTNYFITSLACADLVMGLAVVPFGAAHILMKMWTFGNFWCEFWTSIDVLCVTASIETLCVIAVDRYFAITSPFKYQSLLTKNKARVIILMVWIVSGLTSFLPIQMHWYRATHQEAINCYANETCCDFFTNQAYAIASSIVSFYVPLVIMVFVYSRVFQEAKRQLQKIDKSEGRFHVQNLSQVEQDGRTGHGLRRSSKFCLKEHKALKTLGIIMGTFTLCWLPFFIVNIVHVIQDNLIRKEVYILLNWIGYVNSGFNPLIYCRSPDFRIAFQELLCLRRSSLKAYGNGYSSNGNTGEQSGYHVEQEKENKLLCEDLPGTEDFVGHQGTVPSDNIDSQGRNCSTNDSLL
uPA surface inh – inhibitors of cell surface uPA generation; cell surface uPA generation assay, qHTS; Potency, µM (top dose mostly 38.3 µM), inactives show top-dose activity change, negative = inhibition, hits mostly inhibitors; actives 0.31% (n = 330,000); active = well fitted inhibition curve with a large enough effect; inconclusive = small, poorly fitted or top-dose-only effect; inactive = no such curve, though single readings can be large or run the other way; tested in mouse RAW 264.7 cells; also: potency is read from the fitted curve at half-maximal effect; nearly all actives have a fitted effect of over 55% in size
Giardia killer – Giardia lamblia killing. AID 540267. activity change, % at 7.66 µM, hits read low. actives 0.15% (n = 340,000). Giardia lamblia trophozoite viability; in the data active = activity change below about -80%; inconclusive = between about -30% and that limit;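 also: parasites exposed to compound for two days anaerobically before the ATP read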
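Killing of trophozoites was scored by loss of ATP luminescence after a 48 hrs anaerobic exposure to compounds at 37 deg C, using 100 cells per well.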
hERG WT inh – inhibitors of human wildtype KCNH2 potassium channel. actives 0.37% (n = 340,000). activity change, % at 1.84 µM. U2OS, BacMam KCNH2, thallium flux FluxOr; active compounds read low;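 active = maximum activity change below -70%; inconclusive = maximum activity change between -70% and -50%; inactive = maximum activity change above -50%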
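U2OS cells transduced with wild-type KCNH2 virus are loaded with FluxOr dye for 45 min, and thallium flux is measured in kinetic reads before and after stimulation buffer. Rate constants are normalized to DMSO controls.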
PKM2 activator – increases activity of human pyruvate kinase M2 | P14618 | purified PKM2, Kinase-Glo ATP luminescence, activation; response scale: 0% is enzyme alone, no compound | actives 0.34% (n = 260,000) | Potency, µM (top dose mostly 57.5 µM), for the others: top-dose activation, most hits filed as activators; also: potency is read from the fitted curve at half-maximal effect; nearly all actives have a fitted effect of over 55% in size
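ATP formation by purified human PK-M2, quantified via coupled luciferase luminescence after 1 h at room temperature with 0.1 mM ADP and 0.5 mM PEP final.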
USP2a block – USP2a (human) protease inhibition | AID 463254 | USP2 core, Ub-CHOP2 coupled fluorogenic reporter, 485/531 | actives 0.01% (n = 330,000) | Potency, µM (series often up to 38.3 µM), for the others: top-dose activity change, negative = inhibition, actives largely listed as inhibitors;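 also: potency is read from the fitted curve at half-maximal effect; plate controls were DMSO wells for no effect and full inhibition by NEM control for full effect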
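Deubiquitinase activity read as fluorescence (485/531 nm) after Ub-CHOP2 cleavage activates the enterokinase reporter on its substrate; USP2 core 10nM, Ub-CHOP2 and substrate 25nM each, 30min compound preincubation then 60min RT; data normalized to NEM, curves fitted.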
An asterisk follows results filed as active; u = inconclusive; x = not tested or not shown; [ ] = another dose, or the depositor's remark. Unless noted, calls follow the shape of the dose curve; as a rule, active = well fitted curve in the direction sought with a large enough effect; inconclusive = small, poorly fitted or top-dose-only effect, or another doubt; inactive = no such curve, though single readings can be large; an effect the other way counts as inactive or inconclusive. Unless noted, % is scaled to controls: 0 for no effect and ±100 for the full control effect. Rows are unselected; 2.4% or so of the library scored in one or more.

No.	compound	Eya2 phos inh	FBPA coupling cs	GALK inhibitor	Chronic BCR inh	KCNH2 3.1 block	B2AR arrestin	uPA surface inh	Giardia killer	hERG WT inh	PKM2 activator	USP2a block
1	O=C(c1cnn(C(=O)c2ccccc2)c1)c1ccccc1O	8%	1	1%	u	-12	-0.4%	8%	-12	-11	-1%	2%
2	CCCCN(C(=O)COC(=O)c1ccccc1)c1c(N)n(CCC)c(=O)[nH]c1=O	1%	x	x	-5%	-13	-0.4%	5%	-7	-5	x	4%
3	Cc1ccc(/C=C/c2nc3sc(C(=O)O)c(C)c3c(=O)[nH]2)cc1[N+](=O)[O-]	6%	4	7%	u	7	-1.5%	1%	-29	-4	2%	0%
4	Cc1nnc2n1N=C(c1ccc(OC(F)F)cc1)C(C)S2 (stereo unspecified)	-1%	0	-1%	-12%	-12	-0.2%	-8%	0	12	-2%	2%
5	COc1ccc(CCNS(=O)(=O)c2ccc3c(c2)NC(=O)CO3)cc1OC	6%	1	-1%	4%	30	0.0%	2%	50[activator]	-2	x	1%
6	Nc1nc2nn(-c3ccccc3)nc2c(=O)[nH]1	11%	-4	3%	u	6	-0.3%	-19%	-19	-8	-22%	-2%
7	CCCCc1c(O)nc(SCC(=O)N2CCOCC2)n(-c2ccc(OC)cc2)c1=O	-1%	6	14%	1%	14	-0.1%	-3%	-13	-2	9%	2%
8	O=C(Nc1ccccc1)c1cc(-n2cnnc2)ccc1Cl	7%	0	-1%	1%	-18	-1.0%	x	-12	-16	2%	4%
9	Cc1ccc(C(=O)C2C(=O)c3ccccc3C2=O)cc1	19%	10	-2%	u	-2	0.3%	-2%	-14	0	-4%	0%
10	O=C(Oc1ccccc1)c1cccnc1Oc1ccccc1	-3%	-2	x	u	6	-0.5%	-6%	9	9	-1%	2%

Next section.
No.	compound	Eya2 phos inh	FBPA coupling cs	GALK inhibitor	Chronic BCR inh	KCNH2 3.1 block	B2AR arrestin	uPA surface inh	Giardia killer	hERG WT inh	PKM2 activator	USP2a block
11	CC(NCc1ccc(F)cc1)C(=O)NC1CCCCC1 (stereo unspecified)	-4%	-2	1%	-7%	6	-0.1%	-2%	3	-3	3%	0%
12	CN(c1ccccc1)S(=O)(=O)c1ccc(NC(=S)NC(=O)C2CC2)cc1	-5%	-1	-2%	3%	-10	-2.1%	-3%	-6	12	-5%	-2%
13	Cc1cccc(Nc2c(-c3ccc(O)cc3)nc3ncccn23)c1	-2%	1	-1%	-6%	-12	0.1%	-6%	-1	x	0%	0%
14	CCCOC(=O)CSC1=C(C#N)C(c2ccc3c(c2)OCO3)CC(=O)N1 (stereo unspecified)	0%	-1	6%	u	8	-0.5%	-11%	-16	12	-4%	1%
15	CCCCC(=O)NNC(=S)NC(=O)c1ccc([N+](=O)[O-])cc1	3%	2	1%	u	6	0.6%	22%	u	7	-11%	3%
16	Cc1c(S(=O)(=O)N2CCN(C(c3ccccc3)c3ccccc3)CC2)c(=O)n(C)c(=O)n1C	-1%	0	1%	5%	8	5.8%	2%	-27	10	-4%	1%
17	CCC(C)NC(=O)CO/N=C/c1ccccc1OC(F)F (stereo unspecified)	2%	1	2%	u	3	-0.5%	-1%	-23	0	6%	3%
18	Clc1ccc(OCCCN2CCCCC2)c(Br)c1	-6%	0	2%	u	-37	-0.4%	0%	13	36	7%	2%
19	CCc1ccc2nc(NC(=O)CCCc3cccs3)sc2c1	15%	0	1%	-27%	18	-0.4%	-3%	-4	-5	0%	2%
20	O=C(Nc1ccccc1)Nc1ccc2ncoc2c1	-3%	0	0%	u	-6	-0.3%	2%	0	6	-6%	-1%

(listing goes on)
No.	compound	Eya2 phos inh	FBPA coupling cs	GALK inhibitor	Chronic BCR inh	KCNH2 3.1 block	B2AR arrestin	uPA surface inh	Giardia killer	hERG WT inh	PKM2 activator	USP2a block
21	O=C(CCCN1C(=O)c2cccc3cccc(c23)C1=O)N1CCN(c2ccccc2)CC1	-25%	-3	-3%	4%	-13	-0.3%	-3%	-16	-8	-7%	0%
22	O=C(CN1CCN(c2ccc(F)cc2)CC1)Nc1ccccc1Br	-4%	0	-1%	u	-3	0.1%	0%	-24	1	x	1%
23	Cc1cccc(-n2nnc3c(=O)n(Cc4ccccn4)cnc32)c1	1%	0	0%	13%	4	-0.1%	-2%	-16	-2	1%	3%
24	COCc1cc(CN2CCN(Cc3ccsc3)C(CCO)C2)ccc1OC (stereo unspecified)	-7%	3	12%	-1%	-18	-0.3%	-1%	-6	10	-7%	-1%
25	N#CC1=C(S)N(c2ccccc2)C(c2ccc(-c3ccccc3Cl)o2)NC1=O (stereo unspecified)	5%	6	-10%	u	-26	-1.3%	4%	-1	-17	-1%	3%
26	CN(c1ccc([N+](=O)[O-])cc1/C=N/NC(=O)COc1ccccc1)C1CCCCC1	-8%	2	0%	7%	23	-0.2%	7%	-8	-2	-2%	0%
27	O=c1oc(-c2cccc(C(F)(F)F)c2)nn1-c1ccc(C(F)(F)F)cn1	5%	-15	1%	u	-2	-0.8%	-1%	5	-1	10%	-1%
28	S=C(Nc1ccccc1)Nc1cccc(Br)c1	8%	-2	0%	7%	1	0.0%	-24%	25	x	-4%	-7%
29	COc1ccc(C(=O)Nc2cccc(/C(C)=N\NC(=O)c3ccoc3C)c2)cc1OC	-7%	1	5%	u	-1	-0.3%	-6%	-9	-1	-3%	0%
30	Cc1cc(NC(=O)COC(=O)CCNS(=O)(=O)c2cccc(C(F)(F)F)c2)no1	u	1	0%	7%	-10	0.3%	0%	2	-6	-1%	1%

Next section.
No.	compound	Eya2 phos inh	FBPA coupling cs	GALK inhibitor	Chronic BCR inh	KCNH2 3.1 block	B2AR arrestin	uPA surface inh	Giardia killer	hERG WT inh	PKM2 activator	USP2a block
31	CCn1nc(C(=O)OCC(=O)NCC(C)C)c2ccccc2c1=O	5%	2	-1%	0%	-6	0.2%	-7%	9	-12	-4%	1%
32	O=C(Nc1ccc2c(c1)OCCO2)C1CCCN(S(=O)(=O)Cc2ccccc2)C1 (stereo unspecified)	-12%	3	0%	u	-8	0.1%	1%	13	-8	-8%	-5%
33	OC(COCc1ccc(Cl)cc1)CN1CCc2ccccc2C1 (stereo unspecified)	2%	0	x	u	-47	-0.7%	1%	16	10	1%	-1%
34	C(=C\c1ccccc1)/C=N/N1CCN(c2ccccn2)CC1	-2%	0	1%	10%	-14	-0.1%	-2%	1	2	0%	3%
35	O=c1oc2cc(Oc3ccc(C(F)(F)F)cc3[N+](=O)[O-])ccc2c2c1CCCC2	1%	-1	-4%	-5%	-15	0.6%	7%	12	-21	4%	-3%
36	O=C(NCc1ccco1)C(C(=O)c1ccccc1)n1ccccc1=O (stereo unspecified)	11%	-2	0%	u	-8	0.0%	3%	-3	-2	-4%	4%
37	O=C(O)CN1C(=O)C(=O)N(Cc2ccc(Cl)cc2Cl)C1=O	u	9	-1%	u	4	-0.1%	5%	9	2	x	4%
38	Cc1ccccc1Nc1nc(N)nc(COC(=O)c2cccn2C)n1	4%[15.4 µM]	1	2%	-2%	-8	0.0%	-1%	5	-8	2%	4%
39	CC(=O)NC1(C(F)(F)F)N=C(c2ccccc2)NC1=O (stereo unspecified)	3%	1	1%	4%	-4	0.3%	1%	-17	-1	7%	3%
40	Cc1ccsc1C(=O)OCC(=O)N1CCOCC1	-1%	-2	3%	3%	15	-0.4%	2%	-10	1	-7%	0%
41	Cc1ccc(NC(=O)CN(C)C(=O)c2ccc(NC(=O)CC3SC(N4CCCC4)=NC3=O)cc2)cc1 (stereo unspecified)	6%	x	x	-2%	8	-1.3%	-1%	-12	-2	x	1%
42	CNC(=S)N(CCO)Cc1cc2cc3c(cc2[nH]c1=O)OCO3	15%	3	0%	2%	-2	0.2%	-9%	4	6	x	3%
43	CCN(CC(=O)Nc1c(F)cccc1F)C(=O)CCc1nc2sc3c(c2c(=O)[nH]1)CCCC3	6%	x	x	7%	33	0.0%	-3%	14	-6	x	-1%

Some of these compounds in order of the B2AR arrestin value, descending.
| # | Molecule | Eya2 phos inh | GALK inhibitor | Chronic BCR inh | B2AR arrestin | uPA surface inh | PKM2 activator |
| --- | --- | --- | --- | --- | --- | --- | --- |
| 36 | O=C(NCc1ccco1)C(C(=O)c1ccccc1)n1ccccc1=O (stereo unspecified) | 11% | 0% | u | 0.0% | 3% | -4% |
| 34 | C(=C\c1ccccc1)/C=N/N1CCN(c2ccccn2)CC1 | -2% | 1% | 10% | -0.1% | -2% | 0% |
| 41 | Cc1ccc(NC(=O)CN(C)C(=O)c2ccc(NC(=O)CC3SC(N4CCCC4)=NC3=O)cc2)cc1 (stereo unspecified) | 6% | x | -2% | -1.3% | -1% | x |

Assay outcomes (PubChem)
